Screening results deposited in PubChem by several laboratories.
Peg3 prom inh = reduces Peg3 promoter-driven luciferase expression in HeLa. HeLa PEG-Prom luciferase reporter, luminescence, overnight. inhibition, % at 20 µM. actives 1.7% (n = 360,000);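 active means inhibition of at least 50% at 20 µM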
NR2E3 ag-1 = activates human NR2E3 receptor. Q9Y5X4. CHO-S Gal4-NCOR/VP16-NR2E3 two-hybrid, luciferase. inhibition of corepressor binding, % at 3.98 µM. actives 0.35% (n = 360,000). AID 602229;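 active means inhibition above the mean of all tested compounds plus 3 SD, cut at about 70% in these data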;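 further: 0% = DMSO with NR2E3 transfected cells and 100% = cells lacking NR2E3 construct; higher means lower luciferase signal from less NR2E3 corepressor binding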
Target sequence (Q9Y5X4 whole entry, looked up, the tested form may be a part): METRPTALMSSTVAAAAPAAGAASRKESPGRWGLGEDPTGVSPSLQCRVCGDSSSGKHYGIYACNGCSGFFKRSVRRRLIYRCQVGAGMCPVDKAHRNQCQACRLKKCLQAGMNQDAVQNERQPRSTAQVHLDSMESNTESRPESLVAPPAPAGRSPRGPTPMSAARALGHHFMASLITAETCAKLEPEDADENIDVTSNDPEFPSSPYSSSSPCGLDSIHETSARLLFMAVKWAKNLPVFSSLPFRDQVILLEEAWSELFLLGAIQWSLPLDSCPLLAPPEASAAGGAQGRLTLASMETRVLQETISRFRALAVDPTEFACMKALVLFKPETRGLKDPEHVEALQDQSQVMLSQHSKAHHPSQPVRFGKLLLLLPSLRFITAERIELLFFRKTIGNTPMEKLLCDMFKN
CaV13 FRET inh = Primary screen for inhibitors of IQ motif and Ca2+-dependent inactivation inhibitor domain binding in CACNA1D, Förster resonance energy transfer in living cells, …. HEK cells, CFP/YFP FRET ICDI-IQ, plate reader, 10 min; percent FRET-ratio fall versus neutral wells. inhibition, % at 12.3 µM. actives 0.098% (n = 340,000). AID 743397;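 active means mean replicate inhibition of at least 30% and at least 1% of replicates passing that level; inconclusive means only one of the two criteria is met; inactive means neither criterion is met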;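 further: 0% = median of the neutral control wells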
PDI inh = inhibitors of human protein disulfide isomerase | P07237 | PDI insulin aggregation turbidity, A650, 90 min | inhibition, % at 10 µM | actives 0.052% (n = 350,000) | AID 588391;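 active means mean inhibition across replicates of 30% or more, whatever share of single replicates reach that level; inconclusive means mean inhibition below 30% while every single replicate reaches 30%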;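 further: absorbance from insulin aggregation driven by PDI reduction with DTT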
Target sequence (P07237 whole entry, looked up): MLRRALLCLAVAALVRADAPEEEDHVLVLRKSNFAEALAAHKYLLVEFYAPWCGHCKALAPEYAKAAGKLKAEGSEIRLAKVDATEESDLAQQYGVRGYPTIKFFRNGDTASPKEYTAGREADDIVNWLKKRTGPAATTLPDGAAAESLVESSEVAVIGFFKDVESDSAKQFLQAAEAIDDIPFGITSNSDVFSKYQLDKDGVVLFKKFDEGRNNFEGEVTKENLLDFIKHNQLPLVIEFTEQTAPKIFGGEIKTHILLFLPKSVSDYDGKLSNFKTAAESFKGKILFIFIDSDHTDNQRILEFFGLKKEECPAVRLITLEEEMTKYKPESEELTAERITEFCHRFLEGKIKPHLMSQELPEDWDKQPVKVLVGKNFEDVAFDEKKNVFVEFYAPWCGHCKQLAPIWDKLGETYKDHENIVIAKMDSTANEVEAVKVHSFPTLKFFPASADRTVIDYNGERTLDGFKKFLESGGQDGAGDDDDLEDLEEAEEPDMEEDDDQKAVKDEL
HIF-2a inh = HIF-2a inhibition; 786-0 RCC cells HIF-2a reporter, luciferase luminescence, overnight; actives 0.72% (n = 360,000); inhibition, % at 18.8 µM; AID 624352;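 active means inhibition of the luminescence signal of 40% or more relative to plate controls, in a single-dose primary screen at 18.75 µM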
hiPSC survival = hiPSC single-cell survival enhancement; survival enhancement, % at 20 µM; actives 0.044% (n = 360,000); ATPlite luminescence; 100% = ROCK inhibitor wells, 0% = DMSO; in the data active means survival enhancement above about 18%;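 further: cells exposed to compounds for 16 hours before the ATP read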
NR2E3 ag-2 = agonists of human nuclear receptor NR2E3 | Q9Y5X4 | GST-NR2E3/biotin-RetCOR TR-FRET, 1536-well | inhibition of corepressor binding, % at 4.78 µM | actives 0.12% (n = 320,000) | AID 2300;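 active means percent inhibition above the cutoff of mean plus 3 SD of all tested compounds, set per screening campaign, cut at about 20% in these data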;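 further: 0% = DMSO wells and 100% = biotin wells as full block of FRET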
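Assay system: NR2E3–RetCOR corepressor complex. Quantity: 1.35 nM GST-NR2E3. Buffer or medium: pH 7.5 Tris-based buffer. Reagent: biotinylated RetCOR corepressor at 7 nM final. Schedule: 5 h at 4 °C. Detection: TR-FRET, emission read at 617 and 671 nm. Replicates: one well per compound, singlicate testing.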
Granule exo inh = lytic granule exocytosis inhibition; TALL-104 LAMP-1 surface exposure, flow cytometry; cells stimulated with thapsigargin and PMA; inhibition, % at 10 µM; actives 0.66% (n = 360,000);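 active means inhibition above about 55%, limit read from the data; inconclusive means no clear call, values can overlap the other calls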
aDG glyco up = alpha-DG glycosylation activation. Pro5-aDG cells, alpha-DG glycosylation AlphaScreen (IIH6); 0% Pro5, 100% B10-LARGE cell signal. activation, % at 10 µM. actives 0.22% (n = 360,000);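 active means activation of at least 8% versus controls, or a plate z-score of at least 8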;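 further: Pro5 are CHO cells carrying HIG-tagged alpha-DG that lacks glycosylation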
MITF TRPM1 inh = inhibitors of MITF-driven TRPM1 promoter in melanoma cells; SK-MEL-5 TRPM1 promoter luciferase, 24 h; inhibition, % at 12.5 µM; actives 0.83% (n = 330,000);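 active means mean inhibition across replicates of 60% or more, whatever share of single replicates reaches that level; inconclusive means some that reach 60%, reason not given; inactive means mean inhibition across replicates below 60%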; further: values of inactives mirror those of a sister screen read the other way
Vif inh = inhibitors of HIV Vif. HEK293T cells, Vif self-association by quenched fluorescence, imaging, 24 h. inhibition, % at 7.49 µM. actives 0.35% (n = 340,000). AID 602346; in the data active means inhibition above about 50%, passing the limit was not always enough; inconclusive means no clear call, values can overlap the other calls; inactive means below about 31%; further: some results filed as inactive read as strong as hits
* = called active by the depositor; ? = inconclusive; . = no result given. Random draw from the library; about 3.5% have a hit in one of these screens.

SMILES	Peg3 prom inh	NR2E3 ag-1	CaV13 FRET inh	PDI inh	HIF-2a inh	hiPSC survival	NR2E3 ag-2	Granule exo inh	aDG glyco up	MITF TRPM1 inh	Vif inh
Cc1ccc(S(=O)(=O)NCC(=O)N(CC(=O)NCC2CCCO2)Cc2ccco2)cc1 (stereo unspecified)	17	-2	7	3	12	0.0	-1	-2	0.4	5	7
COc1cc(OC)cc(C(=O)NC(c2ccccc2)c2ccccc2)c1	24	2	-4	7	28	0.2	0	3	-0.1	-4	0
CSc1nnc(-c2ccc([N+](=O)[O-])cc2)o1	-17	0	-4	9	-15	3.5	4	2	-0.1	-16	-2
O=C(NCCc1ccccc1F)C1CCC(=O)N(Cc2ccccc2F)C1 (stereo unspecified)	-42	-57	-3	5	-44	2.9	-3	-5	0.2	-10	5
COc1ccccc1N=c1scc(-c2ccc3c(c2)NC(=O)CO3)n1CC1CCCO1 (stereo unspecified)	24	-5	.	1	11	2.4	-2	-3	-0.5	7	-19
O=C(CSc1nc2[nH]c(=O)cc(O)c2s1)Nc1ccc(Br)cc1	5	3	-2	-8	1	-3.3	0	-5	0.0	-10	-1
COc1ccc(N(CC(=O)Nc2cc(C)ccc2C)S(=O)(=O)c2ccccc2[N+](=O)[O-])c(OC)c1	12	-30	-5	4	13	-1.7	4	1	0.4	-25	1
COc1ccc(CCNC(=O)c2cc(CC(C)C)on2)cc1OC	-6	-1	-5	.	-1	0.1	3	2	0.3	3	.
c1ccc2sc(Sc3ncnc4sccc34)nc2c1	-56	14	4	-6	-41	-5.6	3	0	0.6	-6	-6
Cc1ccc2[nH]cc(C(=O)CN3CCN(c4ccccc4F)CC3)c2c1	-2	-36	.	1	13	0.4	7	-2	-0.1	11	4
Cc1cc(C)c(NC(=O)C2c3ccccc3Oc3ccccc32)c(C)c1	-7	-5	-2	-2	24	-1.3	-2	-1	0.0	-11	.
Cc1ccc(SCCC(=O)OCC(=O)Nc2ncc(Cl)cc2Cl)cc1	12	-33	-4	-9	4	4.0	4	-1	-0.2	-2	9
O=C(NCc1cccnc1)c1cc2ccccc2oc1=O	-1	-5	-7	-1	19	-1.7	0	-2	-0.2	9	4
CC(C(=O)N1CCOCC1)c1ccccc1 (stereo unspecified)	6	-21	-5	2	15	-1.4	1	-2	-0.2	10	?
COc1ccc(-c2csc3nc(C)nc(N4CCC(C)CC4)c23)cc1OC	-4	-42	-10	-20	7	0.4	1	1	0.4	19	0
CCC1(C2C=COC=C2)NC(=O)NC1=O (stereo unspecified)	7	-10	-4	.	5	0.6	.	5	0.1	.	-7
CCCC(=O)N1CCC1(C)C(=O)NS(=O)(=O)c1ccc(F)cc1F (stereo unspecified)	13	-4	-11	11	10	-3.3	.	2	0.2	.	-6
Cc1cccc(-c2n[nH]c(=S)n2-c2ccccc2)c1[N+](=O)[O-]	4	-24	-6	5	-34	1.5	0	7	0.1	6	-6
O=C(CN1CCN(c2ccc(O)cc2)CC1)Nc1cc(S(=O)(=O)N2CCOCC2)ccc1Cl	14	-30	-5	?	5	-2.3	1	1	0.1	-4	4
Cc1c(/C=N\NC(=O)C2(C)CC2(Cl)Cl)cnn1C (stereo unspecified)	3	-19	-7	-10	22	4.5	-2	-4	-0.4	-5	0
COc1cc(/C=N/NC(N)=O)ccc1OC(=O)c1cccs1	-3	-21	-2	-9	4	1.0	1	-1	0.0	5	5
COc1cccc(N/C=C/C(=O)c2ccc(OC)c(OC)c2)c1	-256	-60	-3	-2	-265	-0.6	-2	2	0.0	-59	-2
CCCCCOc1ccc(C(=O)CCC(=O)Nc2ccc(NC(C)=O)cc2)cc1	-10	-16	-20	4	9	0.4	-4	-8	-0.1	-1	-16
NC(=O)c1cc(S(=O)(=O)NCCc2ccccc2)cs1	7	0	-2	0	9	-0.7	1	-5	-0.2	-16	-2
CCc1ccc(NC(=O)N(Cc2ccco2)C(C)c2cccs2)cc1 (stereo unspecified)	25	22	-4	5	5	-2.1	2	-4	0.9	-21	6
CNS(=O)(=O)c1cccc(C(=O)OCC(=O)NC(C)CCc2ccccc2)c1 (stereo unspecified)	18	-26	-21	10	-3	-0.5	-2	4	-0.2	11	3
COc1ccc(NC(=O)CCc2ccccc2)cc1NC(=O)c1ccco1	5	-18	-9	4	-4	-1.7	0	-5	0.1	13	-3
Cc1nn(C)c(C)c1CN(C)S(=O)(=O)c1ccc2ccccc2c1	-4	85*	-5	-10	22	-0.6	1	-2	6.5*	18	-42
CCOc1nc(Nc2ccc([N+](=O)[O-])cc2)nc(NC(C)(C)C)n1	13	-11	-2	8	18	-1.0	1	-3	-0.1	11	-18
Cc1cc(C(=O)N/N=C2\CC(=O)c3ccccc32)c(C)n1-c1ccccc1	-210	-29	3	-4	-244	-0.4	0	-1	-0.1	-18	-5
COc1ccc(NC(=O)Nc2cc(C(=O)O)ccc2N2CC3CC(C2)c2cccc(=O)n2C3)c(OC)c1 (stereo unspecified)	1	-15	-4	1	-3	0.0	0	14	0.2	-8	-9
Cc1cccc(NC(=O)C(=O)N/N=C/c2ccncc2)c1	-14	25	-3	-2	-4	0.7	3	-6	-0.1	7	6
COC(=O)C1CCN(C(=O)CSc2ccccc2)CC1	0	20	-5	-6	7	4.9	2	-5	-0.1	1	-9
O=C1c2ccccc2C(=O)N1Nc1ccccc1	3	58	.	-1	16	1.7	1	1	-0.3	1	2
NC(=O)C1=C[C@H](c2coc3ccccc3c2=O)C[C@H](OCCCCO)O1	-16	-8	-5	-5	4	-0.5	-1	-2	0.2	-5	-1
COCC(C)n1c(SCC(=O)Nc2sccc2C(N)=O)nc2ccccc2c1=O (stereo unspecified)	28	-10	-2	8	20	-1.9	0	8	0.0	9	-20
CCOC(=O)C(=O)N(C)c1c(CC)nc2c(OCc3ccc(OC(F)F)cc3)cccn12	-6	-26	-6	4	13	0.1	.	10	0.3	.	-5
COc1ccc(CCNC(=O)COC(=O)c2ccco2)cc1OC	6	-6	-3	5	17	-0.2	2	1	0.0	6	0
O=C(N/N=C/c1ccc(Sc2ccccn2)o1)c1cc2ccccc2cc1O	-89	-40	-9	0	-177	2.8	0	-1	-0.3	-13	-8
CN(C)Cc1nc2ccccc2c(=O)n1CC(=O)Nc1cccc(S(=O)(=O)N2CCOCC2)c1	-2	-1	7	2	11	0.8	5	-1	-0.1	2	30

Some values from the entries so far.
For MITF TRPM1 inh, `COc1cccc(N/C=C/C(=O)c2ccc(OC)c(OC)c2)c1` has -59
For HIF-2a inh, `COc1ccc(NC(=O)CCc2ccccc2)cc1NC(=O)c1ccco1` has -4
For MITF TRPM1 inh, `Cc1nn(C)c(C)c1CN(C)S(=O)(=O)c1ccc2ccccc2c1` has 18
For MITF TRPM1 inh, `COc1cc(/C=N/NC(N)=O)ccc1OC(=O)c1cccs1` has 5

(cont.)
SMILES	Peg3 prom inh	NR2E3 ag-1	CaV13 FRET inh	PDI inh	HIF-2a inh	hiPSC survival	NR2E3 ag-2	Granule exo inh	aDG glyco up	MITF TRPM1 inh	Vif inh
Cc1nn2c(CN(C(=O)COc3ccccc3)c3ccccc3)nnc2c2ccccc12	-3	-15	-8	5	18	-1.6	-1	2	0.1	13	-8
Cc1cnc(NC(=O)c2ccncc2)s1	-60	-24	-2	2	-67	0.0	4	-2	-0.2	1	-1
c1ccc2c(c1)oc1c(Nc3ccc4c(c3)OCO4)ncnc12	-282	-119	-4	-1	-213	-1.8	3	2	-0.1	-39	-16
O=C(NCc1ccccc1Cl)[C@H]1CCCN1C(=O)[C@H]1CCCN1C(=O)c1cccc2ccccc12	.	-32	-5	.	6	0.2	.	0	0.0	.	.
C=CCn1c(SCC(N)=O)nnc1-c1cccc(Br)c1	7	-2	-6	7	-1	-1.2	-2	-3	0.3	12	-3
COc1ccc(S(=O)(=O)N(C)Cc2cccs2)cc1Br	7	0	-5	-3	12	2.5	-1	0	-0.3	6	5
COc1ccc(Br)cc1S(=O)(=O)n1nc(C)cc1C	16	-12	-5	-4	18	0.2	-2	-7	-0.1	-5	4
COc1ccc(CC(=O)Nc2nc(-c3ccc(F)c(F)c3)cs2)cc1	-9	7	-7	-36	-36	-0.3	2	36	0.2	-2	-2
Cc1ccc(S(=O)(=O)Oc2ccccc2/C=N/NC(=O)c2nn(C)cc2[N+](=O)[O-])cc1	-4	0	-3	-10	-3	-3.3	5	-1	0.3	-3	2
O=C1CCCc2c1cc(C(=O)NCc1ccco1)c(=O)n2-c1ccccc1	18	-33	.	4	8	2.3	3	0	3.5	6	11
COC(=O)c1ccccc1NC(=O)c1noc2c1CC(C(C)(C)C)CC2 (stereo unspecified)	-30	-2	-9	-4	-32	-2.8	11	-1	0.0	-5	18
C=CCN1C(=O)CC(C(=O)NC)SC1=Nc1ccc(C(=O)OCC)cc1 (stereo unspecified)	3	-23	-5	17	20	5.3	4	0	0.1	2	3
O=C(CN1C(=O)NC2(CCCCC2)C1=O)N1CCOCC1	9	15	-3	6	6	-3.1	-1	4	0.1	5	2
CCOC(=O)c1c(C)n(O)c2ccc(Cl)cc2c1=O	18	-4	-4	5	9	3.3	-4	0	0.2	-5	-4
c1nc(NCCN2CCOCC2)c2c3c(sc2n1)CCCCC3	5	-46	.	-12	0	-0.8	.	2	0.1	-5	5
COc1cccc(C2CC(=O)Nc3cc4c(cc32)CCC4)c1 (stereo unspecified)	25	-8	-4	-5	24	-2.6	3	6	1.0	25	-13
COc1ccccc1N1CCN(C2CCN(C(=O)c3cccs3)CC2)CC1	4	-4	-4	8	7	-0.1	4	-2	0.1	9	.
CS(=O)(=O)Oc1ccc(/C=N/NC(=O)c2ccncc2)cc1	5	4	-3	2	11	-3.0	-1	18	-0.1	-5	-18
COc1cccc(NC(=O)CSc2nc3ccccc3cc2Cc2ccccc2)c1	16	7	.	-2	15	1.0	-2	0	0.6	-5	0
CCCn1c(N2CCN(CC(=O)c3c(C)n(C)c4ccccc34)CC2)nc2c1c(=O)[nH]c(=O)n2C	18	-11	-3	-3	18	6.0	-2	8	0.0	4	.
CC(C)CC(O)(CC(C)C)C(=O)NNc1ccccc1	-2	-14	-5	14	12	0.2	1	-7	-0.1	0	-26
O=C(Nc1ccccc1Sc1ccccc1)c1ccccc1	10	-14	-4	6	8	4.9	-1	-1	0.2	4	-3
COc1ccc(S(=O)(=O)N(CC(=O)NCc2cccnc2)Cc2ccccc2)cc1	-3	-9	5	6	1	2.0	-1	1	-0.5	2	-10

Single records, from the list above. Values in the order: Peg3 prom inh	NR2E3 ag-1	CaV13 FRET inh	PDI inh	HIF-2a inh	hiPSC survival	NR2E3 ag-2	Granule exo inh	aDG glyco up	MITF TRPM1 inh	Vif inh
`O=C(CSc1nc2[nH]c(=O)cc(O)c2s1)Nc1ccc(Br)cc1` is entered as 5	3	-2	-8	1	-3.3	0	-5	0.0	-10	-1
`COc1cccc(N/C=C/C(=O)c2ccc(OC)c(OC)c2)c1` is entered as -256	-60	-3	-2	-265	-0.6	-2	2	0.0	-59	-2
